Bim-Bcl-W: disrupts Bim peptide binding to human Bcl-W; 0.02% of 190,000 active; inhibition, % at 10 µM; AID 952; bead-based flow cytometry; Q92843;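 note: 0% = bound tracer without compound and 100% = peptide blocker; higher means less fluorescent Bim peptide bound to Bcl-W beads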
HRas wt GTP: human HRas wildtype GTP binding, change in either direction; P01112; GTP binding activity, % at 10 µM; AID 759; 0.14% of 190,000 active; GST-Ras wt beads, Bodipy-FL-GTP binding, flow cytometry; actives lie on both sides;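 active = GTP binding activity at least 20% away from the 100% baseline, either lowered as inhibitor or raised as activator; inconclusive = flagged as likely green fluorescent, judged across all proteins in the well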;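 note: 0% = unlabeled GTP competition control and 100% = no-compound control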
Target sequence (P01112 whole entry, looked up): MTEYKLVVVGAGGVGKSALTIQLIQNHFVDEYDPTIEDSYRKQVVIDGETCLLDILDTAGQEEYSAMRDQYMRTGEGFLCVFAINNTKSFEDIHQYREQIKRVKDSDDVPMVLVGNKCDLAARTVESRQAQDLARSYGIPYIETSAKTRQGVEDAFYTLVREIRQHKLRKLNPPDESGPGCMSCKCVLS
Rab2A wt mod: changes GTP binding to wildtype dog Rab2A, up or down; P61105; GST-Rab2 wt beads, Bodipy-GTP binding, flow cytometry; GTP binding activity, % at 10 µM; 0.19% of 190,000 active; AID 760;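 active = GTP binding activity at least 20 points away from 100%, either lowered or raised; inconclusive = signal likely due to the compound's own green fluorescence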;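 note: 0% = beads with excess unlabeled GTP and 100% = no-compound control corrected for plate trend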
Bcl-XL Bim block: human Bim-Bcl-XL interaction inhibition. Bim peptide-Bcl-XL binding, bead flow cytometry, fluorescence. inhibition, % at 10 µM. 0.04% of 190,000 active
Bim-Bcl-2: inhibitors of Bim-Bcl-2 interaction, human; Bead-based flow cytometry, Bim peptide-Bcl-2 binding; P10415; 0.06% of 190,000 active; inhibition, % at 10 µM; AID 950; in the data active = inhibition above about 40%; inconclusive = no clear call, values can overlap the other calls;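 note: 0% = no compound wells with probe peptide and 100% = reference peptide inhibitor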
Rab7 wt modul: alters GTP binding to wildtype dog Rab7; GST-Rab7 beads, fluorescent GTP binding, flow cytometry; actives lie on both sides; untreated = 100%, excess cold GTP = 0%; GTP binding activity (percent of control), % at 10 µM; 0.055% of 190,000 active;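 active = fluorescent GTP binding to Rab7 beads changed by at least 20 points from the 100% baseline, either direction, mostly lower; inconclusive = compound itself probably fluorescent, or too few beads counted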;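 note: median green fluorescence of bound Bodipy-FL-GTP per Rab7 bead population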
Bfl-1 Bim block: disrupts Bim binding to human Bfl-1 | Bead-based flow cytometry, Bim-Bfl-1 binding inhibition | 0.12% of 190,000 active | inhibition, % at 10 µM | Q16548;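 note: 0% = wells without compound plus tracer and 100% = blocker peptide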
Bim-Bcl-B: disrupts Bim peptide binding to human Bcl-B; inhibition, % at 10 µM; bead-based flow cytometry; AID 951; 0.073% of 190,000 active; Q9HD36;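 note: 0% = tracer peptide without compound and 100% = reference inhibitor peptide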
Target sequence (Q9HD36 whole entry, looked up): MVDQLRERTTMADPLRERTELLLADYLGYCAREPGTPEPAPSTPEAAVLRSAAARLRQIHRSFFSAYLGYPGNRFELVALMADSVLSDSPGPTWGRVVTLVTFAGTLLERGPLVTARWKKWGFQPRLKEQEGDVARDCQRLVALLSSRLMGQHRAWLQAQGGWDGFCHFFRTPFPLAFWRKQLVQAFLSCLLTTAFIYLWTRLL
Rac1 mut GTP: human Rac1 activated mutant GTP binding change | P63000 | GST-Rac1 activated beads, fluorescent GTP binding, flow cytometry; actives lie on both sides; 100% means binding = to untreated wells | percent activity (GTP binding), % at 10 µM | 0.11% of 190,000 active;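 active = GTP binding at least 20 percentage points away from the 100% baseline, in either direction, so actives lie on both sides; inconclusive = Compound likely fluorescent itself, or too few beads counted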
Cdc42 wt GTP: modulators (inhibitors or activators) of GTP binding to human Cdc42 wildtype | percent activity (GTP binding), % at 10 µM | P60953 | 0.2% of 190,000 active | AID 761 | GST-Cdc42 beads, Bodipy-GTP binding, flow cytometry; actives lie on both sides;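 active = percent activity GTP binding at least 20 points away from the 100% baseline, either down as inhibitor or up as activator; inconclusive = compound flagged as likely green fluorescent from well-wide comparison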;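 note: median bead fluorescence of bound Bodipy-FL-GTP at 100 nM; 0% = excess unlabeled GTP control and 100% = no compound control; below 100% means less GTP binding so inhibitor and above means activator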
Target sequence (P60953 whole entry, looked up): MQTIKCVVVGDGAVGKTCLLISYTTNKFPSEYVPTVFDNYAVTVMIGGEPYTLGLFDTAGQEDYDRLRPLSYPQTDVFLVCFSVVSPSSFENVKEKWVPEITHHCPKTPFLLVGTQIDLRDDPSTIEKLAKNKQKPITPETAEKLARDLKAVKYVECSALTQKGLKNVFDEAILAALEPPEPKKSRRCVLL
Rac1 wt GTP bind: modulators of human Rac1 wildtype GTP binding | AID 757 | GST-Rac1 beads, fluorescent GTP binding, flow cytometry; actives lie on both sides; 0 = cold GTP competed, 100 = untreated | P63000 | GTP binding activity (% of control), % at 10 µM | 0.27% of 190,000 active;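 active = GTP binding activity at least 20 points away from the 100% control level, either lower or higher; inconclusive = compound flagged as likely green fluorescent, judged across all proteins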
The depositor's hits bear a star; ? = inconclusive. Cut-off read from the data, not from the text of the source, unless noted: active = inhibition above about 40%.

SMILES | Bim-Bcl-W | HRas wt GTP | Rab2A wt mod | Bcl-XL Bim block | Bim-Bcl-2 | Rab7 wt modul | Bfl-1 Bim block | Bim-Bcl-B | Rac1 mut GTP | Cdc42 wt GTP | Rac1 wt GTP bind
Cc1cc(C)n(-c2cc(N3CCOCC3)ncn2)n1 | 4 | 99 | 98 | 0 | 1 | 100 | -4 | 6 | 96 | 101 | 103
COC(=O)c1ccccc1-c1ccc(C=O)o1 | -1 | 95 | 96 | 1 | -3 | 96 | -4 | 0 | 95 | 93 | 97
CC1(C)CC(=O)C(Sc2nnc(-c3ccc(O)cc3)n2CC2CCCO2)C(=O)C1 (stereo not given) | 2 | 97 | 98 | 3 | 0 | 95 | 2 | -2 | 98 | 99 | 100
CCN(C(=O)COC(=O)c1cccnc1SC)C1CCS(=O)(=O)C1 (stereo not given) | -7 | ? | ? | -11 | 1 | ? | 0 | -5 | ? | ? | ?
COC(=O)[C@@H](NC(=O)N1CCN(c2cccc(C(F)(F)F)c2)CC1)C(C)C | 0 | 99 | 97 | -1 | -2 | 98 | 0 | -1 | 98 | 101 | 97
CCOc1ncccc1C(=O)OCC(=O)c1ccccc1Br | 5 | 99 | 98 | 1 | 3 | 104 | 0 | 1 | 96 | 97 | 95
CC(=O)Nc1ccc(S(=O)(=O)CCC(=O)O)cc1 | -4 | 102 | 102 | -4 | 0 | 104 | -1 | -2 | 99 | 101 | 104
CCOc1ccccc1NC(=O)c1ccccc1NS(C)(=O)=O | 5 | 101 | 100 | 0 | 6 | 99 | 2 | 9 | 99 | 101 | 100
CCOc1ccc(Cl)cc1S(=O)(=O)n1cnc2ccccc21 | -2 | 95 | 92 | -1 | -1 | 95 | -1 | 0 | 93 | 95 | 93
CCn1c2ccccc2c2nnc(SCC(=O)c3c(N)n(C)c(=O)n(C)c3=O)nc21 | 1 | 98 | 96 | 0 | -3 | 101 | -3 | -2 | 94 | 99 | 96
CC(C)(C)c1nc2ccc([N+](=O)[O-])cc2[nH]1 | -3 | 101 | 98 | -3 | 0 | 105 | -8 | -6 | 96 | 97 | 102
O=C(Nc1ccc(N2CCN(C(=O)C3CC3)CC2)cc1)c1cccs1 | 0 | 95 | 99 | -2 | 3 | 97 | -4 | 1 | 97 | 98 | 98

Four of the compounds above, with values under each structure:
Second line of a record: Bim-Bcl-W | HRas wt GTP | Rab2A wt mod | Bcl-XL Bim block | Bim-Bcl-2 | Rab7 wt modul | Bfl-1 Bim block | Bim-Bcl-B | Rac1 mut GTP | Cdc42 wt GTP | Rac1 wt GTP bind
> CC1(C)CC(=O)C(Sc2nnc(-c3ccc(O)cc3)n2CC2CCCO2)C(=O)C1 (stereo not given)
 : 2 | 97 | 98 | 3 | 0 | 95 | 2 | -2 | 98 | 99 | 100
> O=C(Nc1ccc(N2CCN(C(=O)C3CC3)CC2)cc1)c1cccs1
 : 0 | 95 | 99 | -2 | 3 | 97 | -4 | 1 | 97 | 98 | 98
> COC(=O)[C@@H](NC(=O)N1CCN(c2cccc(C(F)(F)F)c2)CC1)C(C)C
 : 0 | 99 | 97 | -1 | -2 | 98 | 0 | -1 | 98 | 101 | 97
> CC(C)(C)c1nc2ccc([N+](=O)[O-])cc2[nH]1
 : -3 | 101 | 98 | -3 | 0 | 105 | -8 | -6 | 96 | 97 | 102

The listing continues:
SMILES | Bim-Bcl-W | HRas wt GTP | Rab2A wt mod | Bcl-XL Bim block | Bim-Bcl-2 | Rab7 wt modul | Bfl-1 Bim block | Bim-Bcl-B | Rac1 mut GTP | Cdc42 wt GTP | Rac1 wt GTP bind
COc1ccc(-c2nc(-c3ccccn3)nc(N3CCN(C)CC3)c2C#N)cc1 | 0 | 95 | 96 | 1 | 0 | 94 | -2 | 0 | 93 | 91 | 94
Cc1n[nH]c(C)c1CCc1nc2c3ccccc3nc(SCC(=O)Nc3ccccc3F)n2n1 | -9 | 99 | 103 | -15 | -19 | 101 | -24 | -10 | 101 | 102 | 105
CN(Cc1cc(-c2ccccc2)on1)C(=O)c1cc(COc2c(F)cccc2F)on1 | -1 | 94 | 94 | -2 | -3 | 98 | -3 | 1 | 93 | 95 | 99
CC(C)(C)NC(=O)CN(Cc1cccs1)C(=O)CNS(=O)(=O)c1ccc(F)cc1 | -1 | 96 | 100 | -4 | -5 | 99 | -7 | -2 | 96 | 95 | 100
COc1cc(C(=O)NCCOc2ccccc2)c(Br)c(OC)c1OC | -1 | 99 | 96 | -1 | 0 | 97 | -1 | 0 | 94 | 98 | 94
Cc1ccc(CNC(=O)[C@@H]2CCC(=O)N2Cc2ccco2)cc1 | -1 | 102 | 97 | -1 | -2 | 96 | -3 | -3 | 98 | 102 | 107
Cc1ccc2c(c1)nnn2C1CCN(S(=O)(=O)c2ccc(C(=O)N(C)C)cc2)CC1 | 0 | 100 | 100 | -6 | -10 | 99 | -24 | -10 | 99 | 101 | 104
CCn1c(N2CCC(Cc3ccccc3)CC2)nc2c1c(=O)[nH]c(=O)n2C | -1 | 102 | 102 | -2 | -1 | 105 | -2 | 1 | 96 | 99 | 104

Reformatted with values ahead of the structure: entries from further up
Bim-Bcl-W | HRas wt GTP | Rab2A wt mod | Bcl-XL Bim block | Bim-Bcl-2 | Rab7 wt modul | Bfl-1 Bim block | Bim-Bcl-B | Rac1 mut GTP | Cdc42 wt GTP | Rac1 wt GTP bind | mol
-1 | 99 | 96 | -1 | 0 | 97 | -1 | 0 | 94 | 98 | 94 | COc1cc(C(=O)NCCOc2ccccc2)c(Br)c(OC)c1OC
5 | 101 | 100 | 0 | 6 | 99 | 2 | 9 | 99 | 101 | 100 | CCOc1ccccc1NC(=O)c1ccccc1NS(C)(=O)=O
0 | 95 | 99 | -2 | 3 | 97 | -4 | 1 | 97 | 98 | 98 | O=C(Nc1ccc(N2CCN(C(=O)C3CC3)CC2)cc1)c1cccs1
5 | 99 | 98 | 1 | 3 | 104 | 0 | 1 | 96 | 97 | 95 | CCOc1ncccc1C(=O)OCC(=O)c1ccccc1Br

Bioassay records from PubChem BioAssay.
